Screening results (PubChem BioAssay)
ALDH1A1 inh: ALDH1A1 (human) enzyme inhibition; P00352; Purified ALDH1A1, NADH fluorescence, propionaldehyde substrate; Potency, µM (titrated, usually from 75.3 µM), inactives show at the highest dose activity, negative = inhibition, most hits filed as inhibitors; hit rate 7.3% among 220,000; AID 1030; active means well fitted inhibition curve with a large enough effect, not every such curve was filed as active; inconclusive means small, poorly fitted or top-dose-only effect, or another doubt; inactive means no such curve, though single readings can be large or run the other way;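 further: plate controls were no enzyme wells and a reference inhibitor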
Tau fibril ThT: inhibitors of human tau fibril formation, thioflavin T binding | hit rate 2.1% among 270,000 | Potency, µM (doses to about 57.4 µM), for inactives: at the highest dose activity, negative = inhibition, usual class: inhibitors | P10636 | recombinant tau K18 P301L (four-repeat tau fragment), heparin-induced fibrillization, ThT fluorescence; further: on the % scale 0 is the no-effect control and ±100 the full control effect; nearly all actives have a fitted effect of over 55% in size
Target sequence (P10636 561-689 P618L limits assumed): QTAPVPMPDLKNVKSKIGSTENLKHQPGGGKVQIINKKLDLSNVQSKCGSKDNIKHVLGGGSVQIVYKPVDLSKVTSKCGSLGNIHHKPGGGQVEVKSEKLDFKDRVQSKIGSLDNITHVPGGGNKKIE
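K18 P301L tau (15 uM + 0.24 uM Alexa 594-tagged), heparin 20 uM, NaOAc pH 7, 6 h 37 C; ThT 30 uM, 1 h RT, ex 450/em 510 nm.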
RECQ1 helicase: blocks DNA unwinding by human RECQ1; RECQ1 DNA unwinding, red fluorescence kinetic read; Potency, µM (doses to about 57.3 µM), for the others: top-dose activity, negative = inhibition, usual class: inhibitors; hit rate 0.54% among 240,000; AID 2549;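 further: plate controls were vehicle for no effect and no enzyme for full effect; nearly all actives have a fitted effect of over 30% in size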
Target sequence (P46063 whole entry, looked up): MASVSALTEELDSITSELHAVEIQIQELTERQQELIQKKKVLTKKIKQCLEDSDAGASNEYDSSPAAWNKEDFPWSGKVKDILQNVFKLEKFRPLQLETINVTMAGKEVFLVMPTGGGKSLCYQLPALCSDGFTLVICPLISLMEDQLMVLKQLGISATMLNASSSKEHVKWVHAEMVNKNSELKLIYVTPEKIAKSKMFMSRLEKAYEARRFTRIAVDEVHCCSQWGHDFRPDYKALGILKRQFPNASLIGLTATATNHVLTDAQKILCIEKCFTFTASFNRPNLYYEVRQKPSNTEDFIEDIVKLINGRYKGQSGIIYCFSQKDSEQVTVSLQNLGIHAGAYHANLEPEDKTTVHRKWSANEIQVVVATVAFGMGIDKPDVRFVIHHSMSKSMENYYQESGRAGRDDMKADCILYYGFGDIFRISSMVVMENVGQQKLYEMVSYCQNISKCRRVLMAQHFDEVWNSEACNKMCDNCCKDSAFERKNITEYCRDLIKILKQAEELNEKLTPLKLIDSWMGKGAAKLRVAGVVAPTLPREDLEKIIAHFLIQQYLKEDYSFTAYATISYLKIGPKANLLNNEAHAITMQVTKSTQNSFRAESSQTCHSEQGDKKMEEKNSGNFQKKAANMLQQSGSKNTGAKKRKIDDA
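50 nM RECQ1T1 preincubated 15 min with compound in Tris pH 8.0 buffer with MgCl2, DTT, Tween-20 and 2.5 ug/ml poly(dI-dC); started with 200 nM TAMRA/BHQ-2 forked duplex and 2 mM ATP. Unwinding read as fluorescence (525/598 nm), two reads 2 h apart.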
Luc counter: blocks Kinase-Glo luciferase, a counter-screen artifact; Q27757; Kinase-Glo luciferase, ATP luminescence, 8 min; Potency, µM (titrated, usually from 38.3 µM), without a hit: top-dose activity change, negative = inhibition, usual class: inhibitors; hit rate 0.28% among 200,000; AID 1379; further: on the % scale 0 is the no-effect control and ±100 the full control effect; nearly all actives have a fitted effect of over 60% in size
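Recombinant Kinase-Glo luciferase, 10 uM ATP (linear range), luciferin; imidazole pH 7.2 / KCl / MgCl2 / Tween / BSA buffer; 8 min RT; luminescence.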
LMNA splice mod: modulators of lamin A splicing. HeLa LMNA splicing GFP/RFP minigene ratio, 48 h. Potency, µM (titrated, usually from 46.1 µM), for the others: top-dose ratio change, negative = inhibition, actives largely listed as inhibitors. hit rate 0.01% among 200,000. AID 1487; active means well fitted inhibition curve with a large enough effect in the signal ratio, with a control signal flat, not every such curve was filed as active; inconclusive means small, poorly fitted or top-dose-only effect, or effect the other way, or a change in a side signal; the % refers to the signal ratio; further: on the % scale 0 is the no-effect control and ±100 the full control effect
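S3 HeLa cells stably expressing lamin A-EGFP splicing minigene plus DsRed2, 600 cells/well, 48 h compound exposure at 37C. Laser-scanning cytometry; analysed as GFP (500-530 nm)/RFP (575-640 nm) total intensity ratio; 0.5% DMSO vehicle.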
SMN2 splice enh: enhancers of SMN2 splice variant expression. AID 1458. Potency, µM (highest dose often 46.1 µM), without a hit: top-dose activity change, positive = activation, hits mostly activators. hit rate 2.8% among 210,000. HEK293 SMN2-luciferase splicing reporter, luminescence, 30-36 h; further: % of control where 0% means no effect; nearly all actives have a fitted effect of over 55% in size
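qHTS luciferase splicing reporter: luminescence rises when SMN2 exon 7 is included in transfected HEK293 cells. Compound exposure lasted 30-36 h at 37C, with 4.5 mM final sodium butyrate as control, followed by a ONE-Glo read.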
KDM4E inh: blocks human JMJD2E demethylase activity; B2RXH2; JMJD2E catalytic domain, FDH-coupled NADH fluorescence (FDH is formaldehyde dehydrogenase); Potency, µM (series often up to 57.1 µM), without a hit: at the top dose activity change, negative = inhibition, most hits filed as inhibitors; hit rate 1.6% among 230,000; AID 2147; active means well fitted inhibition curve with a large enough effect, not every such curve was filed as active; inconclusive means small, poorly fitted or top-dose-only effect, or another doubt; inactive means no such curve, though single readings can be large or run the other way;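 further: 0% = wells with enzyme and -100% = buffer wells without enzyme; nearly all actives have a fitted effect of over 50% in size; many of its hits are not listed in these tables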
Target sequence (B2RXH2 1-337 limits assumed): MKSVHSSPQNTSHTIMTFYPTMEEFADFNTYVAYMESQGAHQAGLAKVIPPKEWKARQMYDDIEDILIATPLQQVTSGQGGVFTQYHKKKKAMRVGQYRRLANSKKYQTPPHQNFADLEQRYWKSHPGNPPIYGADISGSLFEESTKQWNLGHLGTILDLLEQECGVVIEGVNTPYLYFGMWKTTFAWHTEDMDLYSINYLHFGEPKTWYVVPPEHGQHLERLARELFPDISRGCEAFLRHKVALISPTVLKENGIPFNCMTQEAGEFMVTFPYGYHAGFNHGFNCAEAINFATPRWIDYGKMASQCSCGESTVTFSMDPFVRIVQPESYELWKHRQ
L3MBTL1 block: L3MBTL1 (human) inhibition; AlphaScreen L3MBTL1–H3K9me1 peptide binding; Potency, µM (series often up to 57.1 µM), for inactives: top-dose activity, negative = inhibition, actives largely listed as inhibitors; hit rate 0.66% among 230,000; further: on the % scale 0 is the no-effect control and ±100 the full control effect; nearly all actives have a fitted effect of over 60% in size
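L3MBTL1 50 nM + b-AHA-H3(1-15)K9me1 75 nM, 30 min RT; compound added, 30 min RT; streptavidin donor/Ni-chelate acceptor beads 10 ug/mL each final, 30 min RT dark; AlphaScreen read.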
Starred values were filed as active, the others as inactive; i = inactive; ? = inconclusive; . = no result given; & = joins results of further samples; [ ] = dose if it differs, or a comment. Unless noted, the call rests on the fitted dose curve; in most records, active means well fitted curve in the direction sought with a large enough effect; inconclusive means small, poorly fitted or top-dose-only effect, or another doubt; inactive means no such curve, though single readings can be large; an effect the other way counts as inactive or inconclusive. Potency means the concentration at half of the fitted maximal effect. Not all compounds are listed; rates above refer to the full screens.

SMILES | ALDH1A1 inh | Tau fibril ThT | RECQ1 helicase | Luc counter | LMNA splice mod | SMN2 splice enh | KDM4E inh | L3MBTL1 block
O=C(Nc1ccc(Cl)cc1)c1csc(Cc2ccccc2)n1 | ? | -6% | -7% | 2% | ? | ? | -13% | 44%[activator]
O=C(c1ccc(NS(=O)(=O)c2cccs2)cc1)N1CCN(c2ccccc2Cl)CC1 | ? | -6% | i | 2% | -22%[46 µM] | -20% | -13% | -3%
Cc1ccc(NC(=O)c2ccoc2C)cc1C | 5% | -10% | 0% | 10µM* | -1% | 16µM* | 6% | 1%
CCOc1cc(/C=N/NC(=O)c2ccncc2)cc(Cl)c1OS(C)(=O)=O | 1% | 12% | i | -3% | 1% | -2% | -2% | -1%
O=C(CCC(=O)c1cccs1)NCc1ccncc1 | 9% | -7% | -15% | 1% | 14%[46 µM] | 4% | -5% | -7%
CSCc1nc2scc(-c3ccccc3)c2c(=O)[nH]1 | ? | 7% | -2% | 1% | ? | -4% | ? | 1%
COc1cc([N+](=O)[O-])cc(/C=N/NC(=O)c2cncc(Br)c2)c1O | . | 13µM* | -5% | . | . | . | 14µM* | ?
CCOC(=O)c1cn(Cc2c(C)c(C)c(C)c(C)c2C)nn1 | 0% | 1% | -13% | 4% | ? | -25% | -3% | -7%
CCN1CCN(C(=O)c2cc3nc(-c4ccccc4)cc(C(F)(F)F)n3n2)CC1 | ? | -10% | 4% | 5% | -3% | -8% | ? | .
COc1ccc(NC(=S)N(Cc2cccnc2)Cc2ccco2)cc1 | ? | -15% | -3% | 1% | ? | -13% | -6% | -14%
O=C(N/N=C/c1ccc2c(c1)OCO2)c1cc(-c2ccccc2)nc2ccccc12 | ? | -2% | ? | -5% | ? | -11%[1.84 µM] | ? | -1%
COc1cc(N=c2ssnc2Cl)c(OC)cc1Cl | 1.6µM* | 10µM* | i | 11% | ? | 0% | 13µM* | -10%&-7%
Clc1ccc(-c2csc3ncnc(N4CCc5ccccc5C4)c23)cc1 | 5% | -15% | 1% | 0% | 1% | . | 4% | 2%
Cc1cccc(N2CCN(C(=O)Cc3c(C(=O)O)[nH]c4ccc(Cl)cc34)CC2)c1C | -7% | ? | -2% | 0% | ? | -4% | -4% | -4%
CCCCNc1nc(CC(C)=O)ns1 | 8% | -8% | -1% | 16% | 4% | -2% | 2% | .
Cc1nc(CCNC(=O)COc2ccccc2)cs1 | -1% | -6% | 0% | -2% | -3% | -1% | -2% | 5%
O=C1C2CCCN2C(c2ccc(F)cc2)N1c1cccc(Cl)c1 (stereo not given) | -10% | -5% | -9% | 0% | -1% | -13% | 11% | .
COc1ccc(CNC(=O)CN2CCN(S(=O)(=O)c3cccs3)CC2)cc1OC | 11µM* | 1% | -7% | 3% | . | 2% | -4% | -10%
O=c1cc(COn2nnc3ccc(C(F)(F)F)cc32)nc2sccn12 | -1% | -12% | 2% | 2% | -10% | -18% | 8% | 5%
CN1CCC(NC(=O)Cc2c(F)cccc2Cl)CC1 | ? | -7% | -13% | 2% | -16% | 0% | 3% | -10%
Cc1ccc(C(N)=S)c(C)c1 | -5% | -5% | 0% | -8% | 7% | -15% | 0% | 4%
COc1ccc(C(=O)N2CCN(C3CCC(c4ccccc4)CC3)CC2)cc1OC (stereo not given) | ? | -4% | -15% | -1% | -12% | -14% | ? | 2%
Cn1cccc1C(=O)N1CCC2(CCCN(Cc3ccccc3)C2)CC1 | -11% | . | -8% | 0% | . | -2% | . | .
O=C(c1ccccc1F)N1CCOCC1 | -1% | -6% | i | 2% | 10%[46 µM] | . | 0% | 4%
c1cncc(CSc2ccc(-c3cccs3)nn2)c1 | 5% | -12% | -3% | -5% | ? | 15% | -8% | .
O=C(CCCN1C(=O)/C(=C/c2cccc(Br)c2)SC1=S)Nc1cccnc1 | 11% | ? | -4% | -2% | . | -74%[inhibitor] | 3% | -14%
Cc1ccc(S(=O)(=O)N2CCCCC2)cc1NC(=O)c1ccc2ccccc2n1 | -1% | 7% | 6% | 2% | ? | 11% | -3% | 32%[activator]
O=c1c2ccccc2nnn1CSc1nnc(-c2cccnc2)n1-c1ccccc1F | ? | 1% | i | . | 5% | . | 0% | -5%
CCOc1cc(/C=N/NS(=O)(=O)c2ccccc2)ccc1OS(=O)(=O)c1ccc(C)cc1 | 8.9µM* | -9% | -6% | -2% | -2% | 5% | -3% | .
COc1ccc(C)cc1N(CC(=O)Nc1cccc(N(C)S(C)(=O)=O)c1)S(C)(=O)=O | 12% | -2% | 11% | -1% | -10% | . | -2% | .
O=C(Nc1ccccc1)C1CCCN1/C=C/C(=O)C(F)(F)F (stereo not given) | 4% | 7% | -7% | 0% | . | 13% | -2% | 8%
Cc1nc2scc(-c3ccc(Cl)cc3)c2c(=O)n1N | 6% | -10% | -3% | 2% | . | 6% | 10% | .
CCOC(=O)N1CCN(CC(=O)c2c(C)[nH]c3ccccc23)CC1 | 11µM* | ? | 4% | 0% | 11% | ? | -17% | -5%
COCCNC(=O)CSc1nc2cc3c(cc2c(=O)n1CCCC(=O)NCc1ccc(OC)cc1)OCO3 | -4% | -14%&0% | 3% | 0% | -4%[46 µM] | -13% | 8% | .
CSc1ccc(/C=C(\C#N)C(=O)NC2CCCCC2C)cc1 (stereo not given) | ? | -14% | -7% | 3% | ? | -22% | . | 18%
Nc1c(NCc2ccccc2)c(=O)[nH]c(=O)n1Cc1ccccc1 | 3% | ? | -6% | -4% | 0% | 17% | ? | .
COc1ccc(CNC(=O)C(=O)NCC2CCCO2)cc1 (stereo not given) | -4% | -5% | -3% | -2% | 0% | 0% | 8% | 4%
c1ccc(Oc2cccc3cccnc23)nc1 | . | -1% | 2% | . | . | . | ? | 10%
C=CCNC(=O)/C(C#N)=C/c1ccccc1OCc1ccc(C(=O)OC)cc1 | 126%[activator] | -10% | -8% | 1% | -30% | ? | 83%[activator] | 6%
CC(C)C(=O)Nc1cccc(C(=O)Nc2ccc3c(c2)OCO3)c1 | ? | -14% | -5% | 9% | ? | 16µM* | 8% | 4%
CSc1nc(N2CCN(C)CC2)c2c(c1C#N)CC(C)(C)OC2 | . | -2% | -1% | . | . | . | -11% | -9%
CCOC(=O)Cn1nc(C)c(NC(=O)c2cccc([N+](=O)[O-])c2)c1C | 1% | -10% | -7% | 9% | 36%[9.22 µM] | 7% | 5% | 12%
CC(=O)Nc1ccc(NC(=O)Cc2ccc(S(=O)(=O)N3CCCCC3)s2)cc1 | ? | ? | -24% | -1% | ? | -29% | -14% | -27%
C=CCn1c(SCC(=O)O)nc2sc(CC)cc2c1=O | ? | -9% | i | 0% | . | . | ? | 17%
CCOc1ccc(NC(=O)CSc2nnc(C)n2Cc2ccccc2)cc1 | -16% | -12% | 3% | 5% | -15% | -21% | 9% | 5%
COc1cc(/C=C2\SC(=O)N(CCN)C2=O)ccc1OS(=O)(=O)c1cc(C)ccc1C | -3% | ? | -4% | -1% | . | 19% | -6% | .
O=C(c1cc(-c2ccccn2)nc2ccc(Cl)cc12)N1CCN(CCc2ccccc2)CC1 | 2% | -5% | i | -2% | 0%[46 µM] | 1% | -1% | -13%
O=c1[nH]c2cccnc2n(CCNc2ncc(C(F)(F)F)cc2Cl)c1=O | -5% | -1% | -19% | 1% | 3%[46 µM] | -10% | -7% | -14%
Cc1cccc(CNc2nc(-c3ccccc3CN(C)C)nc3ccccc23)c1 | -3% | -9% | 10% | 0% | ? | -27% | 4% | .
NNC(=O)c1sc2cc(C(F)(F)F)cnc2c1-c1cccs1 | 0.2µM* | -4% | i | . | . | . | 67%[activator] | -13%
CN(C)CCn1c(=O)n(Cc2ccco2)c(=O)c2c3c(sc21)CCCCC3 | ? | -5% | -10% | 0% | 6% | 3% | 0% | -10%
NS(=O)(=O)c1ccc(-n2ncc3c(=O)[nH]c(SCC(=O)Nc4nccs4)nc32)cc1 | -16% | -7% | 18% | 1% | -7% | -2% | -26% | 8%
O=C(c1ccccc1)N(NC(=O)C(O)(c1ccccc1)c1ccccc1)c1cccc(F)c1 | 16% | -3% | -8% | 2% | -9% | -21% | -2% | 10%
CCCn1c(=O)[nH]c(=O)c2c(C(F)(F)F)cc(-c3ccc(C)cc3)nc21 | ? | -6% | -11% | 0% | 12%[46 µM] | -7% | ? | .
CCOCCCNc1nc2c(c(=O)n(C)c(=O)n2C)n1CCCc1ccccc1 | -1% | -10% | -7% | -5% | -21% | -3% | -8% | -2%
O=[N+]([O-])c1cccc(/C=N/Nc2nc(N3CCCCC3)nc(N3CCCCC3)n2)c1 | 8% | -14% | -3% | 2% | . | -7% | 1% | .
O=C(c1ccc(O)cc1)c1ccc(C(=O)O)c(C(=O)O)c1 | 7% | 4% | 7% | -2% | -8% | 7% | -6% | ?
CC(C)(C)n1cnc2cc(NC(=O)c3cccs3)ccc21 | -11% | ? | i | -6% | 6%[46 µM] | 13µM* | 4% | -1%
O=C(CN1CCC(O)CC1)N1c2ccccc2C=Cc2ccccc21 | ? | -7% | 5% | -6% | -2% | -13% | 1% | -4%
CCOC(=O)c1c(-c2ccc(C)s2)csc1NC(=O)c1cccs1 | ? | -15% | -10% | -1% | 1% | -11% | 3% | .
(next part)
SMILES | ALDH1A1 inh | Tau fibril ThT | RECQ1 helicase | Luc counter | LMNA splice mod | SMN2 splice enh | KDM4E inh | L3MBTL1 block
O=c1c2c(nc3c(-c4cccc5ccccc45)c[nH]n13)CCC2 | ? | ? | -10% | 0% | ? | -11% | ? | -1%[11.4 µM]
CC1(C)NC(=O)N(CCCOc2ccccc2Br)C1=O | ? | -10% | -1% | -8% | -4% | 19% | 5% | .
Cc1cc(C)n(CC(=O)N/N=C/c2ccc([N+](=O)[O-])s2)n1 | 6% | -10% | -2% | 1% | 0%[9.22 µM] | -91%[inhibitor] | 0% | .
CC(C)(C)NC(=O)Nc1ccccc1C(N)=O | 13% | 6% | -9% | -2% | 27% | -5% | -12% | -8%
CCOc1ccc(-n2c(COc3ccc(C)cc3)nnc2SCC(N)=O)cc1 | 5% | 4% | -9% | -1% | 3% | 7% | 3% | -10%
